Source: PubChem BioAssay
FBA Mtb inh: inhibits M. tuberculosis FBA enzyme. AID 588726. actives 2.3% (n = 360,000). purified M. tuberculosis FBA, fluorescence read-out. P9WQA3. inhibition, % at 1 µM; in the data active means inhibition above about 27%;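 further: 0% = vehicle and 100% = reference inhibitor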
Target sequence (P9WQA3 whole entry, looked up): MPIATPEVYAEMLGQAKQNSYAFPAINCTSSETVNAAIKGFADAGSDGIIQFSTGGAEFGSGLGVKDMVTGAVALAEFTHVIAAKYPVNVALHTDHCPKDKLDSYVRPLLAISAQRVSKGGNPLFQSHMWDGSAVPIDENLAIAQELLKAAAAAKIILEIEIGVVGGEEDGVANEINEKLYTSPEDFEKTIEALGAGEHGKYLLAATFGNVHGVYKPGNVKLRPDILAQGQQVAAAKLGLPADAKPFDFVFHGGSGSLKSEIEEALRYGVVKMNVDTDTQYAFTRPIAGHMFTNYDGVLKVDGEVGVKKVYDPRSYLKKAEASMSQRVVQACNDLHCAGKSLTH
UGM FP inh: Mtb UDP-galactopyranose mutase inhibition; purified UGM, fluorescence polarization probe displacement; inhibition, % at 10 µM; actives 0.06% (n = 320,000); in the data active means inhibition above about 10%, passing the limit was not always enough
Target sequence (P9WIQ1 whole entry, looked up): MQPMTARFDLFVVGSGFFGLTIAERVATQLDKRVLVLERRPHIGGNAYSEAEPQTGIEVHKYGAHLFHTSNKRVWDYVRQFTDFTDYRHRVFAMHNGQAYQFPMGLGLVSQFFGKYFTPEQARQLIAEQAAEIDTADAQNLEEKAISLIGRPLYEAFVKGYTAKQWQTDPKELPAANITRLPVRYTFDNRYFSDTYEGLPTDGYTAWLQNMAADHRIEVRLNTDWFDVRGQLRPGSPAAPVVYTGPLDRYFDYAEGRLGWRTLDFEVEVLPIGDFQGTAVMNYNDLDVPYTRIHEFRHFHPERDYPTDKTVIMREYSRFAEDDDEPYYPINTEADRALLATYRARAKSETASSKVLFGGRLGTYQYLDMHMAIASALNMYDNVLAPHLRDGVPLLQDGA
BoNT A protease: inhibitors of Botulinum neurotoxin A light chain protease. multiplex microsphere protease substrate cleavage, flow cytometry. inhibition, % at 10 µM. actives 0.17% (n = 360,000); in the data active means inhibition above about 30%; further: plate controls were buffer without enzyme for full effect and enzyme alone for no effect
FadD28 FP inh: M. tuberculosis FadD28 bisubstrate binding inhibition. FadD28 bisubstrate probe binding, fluorescence polarization. inhibition, % at 12.5 µM. actives 0.22% (n = 360,000). AID 588549; in the data active means inhibition above about 8.5%, passing the limit was not always enough
PrPC TRFRET: inhibitors of human cell surface prion protein PrPC. actives 0.43% (n = 370,000). P04156. AID 720596. inhibition, % at 13.8 µM. TR-FRET read-out; in the data active means inhibition above about 24%; further: 0% = median of the test wells and 100% = reference compound wells
GDH-TPI counter: counter-screen for M. tuberculosis FBA inhibitors: GDH-TPI coupled enzymes; GDH-TPI coupled enzyme counterscreen, NADH absorbance; inhibition, % at 4.8 µM; actives 1.2% (n = 360,000);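 further: 0% = DMSO wells and 100% = wells lacking the enzyme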
BioA inh: inhibitors of Mycobacterium tuberculosis BioA enzyme; purified M. tuberculosis BioA enzyme, plate reader; actives 0.096% (n = 360,000); inhibition, % at 9.99 µM; in the data active means inhibition above about 40%
BoNT F protease: blocks Botulinum neurotoxin F light chain protease; actives 0.22% (n = 360,000); inhibition, % at 10 µM; Multiplex microsphere protease cleavage assay, flow cytometry; in the data active means inhibition above about 35%, passing the limit was not always enough; further: plate controls were buffer without enzyme for full effect and enzyme alone for no effect
CCHFV vOTU inh: CCHFV vOTU protease inhibition; Pep-AMC fluorescence; inhibition, % at 11.5 µM; actives 0.55% (n = 370,000); further: 0% = vehicle wells with enzyme and 100% = no enzyme wells
Starred values were filed as active, the others as inactive; & = joins results of further samples. Unless noted, no stated cut-off is given here; in the data, active means inhibition above about 30%; inactive means the rest.

How did O=C(Cc1ccsc1)NCc1ccccc1F do in these assays?
FBA Mtb inh: 1; UGM FP inh: -1.8; BoNT A protease: 5.2; FadD28 FP inh: -2.9; PrPC TRFRET: 3; GDH-TPI counter: -10; BioA inh: -0.2; BoNT F protease: 4; CCHFV vOTU inh: -7

What do the screens show for `Cc1ccc(C2=NOC(C)(c3nnc(Cc4ccccc4)o3)C2)cc1` (configuration not stated)?
FBA Mtb inh: 7; UGM FP inh: -2.3; BoNT A protease: -0.1; FadD28 FP inh: -2.5; PrPC TRFRET: 10; GDH-TPI counter: 2; BioA inh: 0.4; BoNT F protease: -3; CCHFV vOTU inh: 4

Results for CCOC(=O)C1(CCOC)CCN(Cc2nc(C(C)C)cs2)CC1 ?
FBA Mtb inh: 2; UGM FP inh: 2.8; BoNT A protease: 0.9; FadD28 FP inh: -1.4; PrPC TRFRET: 0; GDH-TPI counter: 1; BoNT F protease: -2; CCHFV vOTU inh: 9

How did NC(=S)N/N=C/c1ccccc1 do in these assays?
FBA Mtb inh: -2; BoNT A protease: -0.7; FadD28 FP inh: -3.1; PrPC TRFRET: -2; GDH-TPI counter: -7; BoNT F protease: -10; CCHFV vOTU inh: 3

What do the screens show for `CCOC(=O)C1CCCN(C(=O)c2ccc(OC)cc2OC)CC1` (configuration not stated)?
FBA Mtb inh: 4; BoNT A protease: -0.1; FadD28 FP inh: 0.7; PrPC TRFRET: 9; GDH-TPI counter: 5; BioA inh: -0.8; BoNT F protease: -2; CCHFV vOTU inh: 0

Results for O=C(CCc1nc(-c2ccccc2Cl)no1)Nc1cccnc1 ?
FBA Mtb inh: 0; UGM FP inh: 2.1; BoNT A protease: 0.9; FadD28 FP inh: -2.4; PrPC TRFRET: 10; GDH-TPI counter: -10; BioA inh: 12; BoNT F protease: 2; CCHFV vOTU inh: -14

How did CCN1C(=O)[C@H]2[C@@H](c3ccc(OC)cc3)N[C@]3(CCCN(Cc4ccccc4)C3=O)[C@H]2C1=O do in these assays?
FBA Mtb inh: -2; BoNT A protease: -0.2; FadD28 FP inh: -1.0; PrPC TRFRET: -9; GDH-TPI counter: 4; BioA inh: 0.3; BoNT F protease: -1; CCHFV vOTU inh: 1

What do the screens show for `Cc1ccc(N2CCN(S(=O)(=O)N3CCCCC3)CC2)cc1C`?
FBA Mtb inh: 1; UGM FP inh: -1.8; BoNT A protease: -1.3; FadD28 FP inh: 0.7; PrPC TRFRET: 6; GDH-TPI counter: -3; BioA inh: -2.4; BoNT F protease: -5; CCHFV vOTU inh: -4

Results for COc1cccc(-c2csc(N3CCN(C(=O)Nc4ccc(F)cc4)CC3)n2)c1 ?
FBA Mtb inh: 2; UGM FP inh: 0.1; BoNT A protease: -0.1; FadD28 FP inh: 0.5; PrPC TRFRET: -1; GDH-TPI counter: 7; BioA inh: 1.5; BoNT F protease: 14; CCHFV vOTU inh: -4

What do the screens show for `COCCn1c(=O)c2c(nc3n2CC(C)CN3Cc2ccccc2)n(C)c1=O` (configuration not stated)?
FBA Mtb inh: 1; UGM FP inh: -4.2; BoNT A protease: -1.2; FadD28 FP inh: -2.8; PrPC TRFRET: -1; GDH-TPI counter: 1; BioA inh: 12; BoNT F protease: 6; CCHFV vOTU inh: -8

How did Cc1ccc(C)c(NC(=O)CN(C)C(=O)c2cc3ccccc3oc2=O)c1 do in these assays?
FBA Mtb inh: 6; UGM FP inh: 0.8; BoNT A protease: 2.5; FadD28 FP inh: -0.4; PrPC TRFRET: 0; GDH-TPI counter: 19; BioA inh: -0.6; BoNT F protease: 20; CCHFV vOTU inh: 19

How did CC1(c2nnnn2-c2ccc3c(c2)OCCO3)CCC(=O)N1Cc1cccnc1 (configuration not stated) do in these assays?
BoNT A protease: -1.1; PrPC TRFRET: -2; BoNT F protease: 0; CCHFV vOTU inh: 5

Results for Cc1ccc2nc(-c3cccc(N)c3)oc2c1 ?
FBA Mtb inh: 93*; UGM FP inh: 3.6; BoNT A protease: -0.3; FadD28 FP inh: 0.9; PrPC TRFRET: -3; GDH-TPI counter: 13; BoNT F protease: -8; CCHFV vOTU inh: -43

Results for COc1ccc(NC(=O)CSc2nc3ccccc3nc2N2CCOCC2)c(OC)c1 ?
FBA Mtb inh: 1; UGM FP inh: -3.4; BoNT A protease: 1.2; FadD28 FP inh: -0.6; PrPC TRFRET: 7; GDH-TPI counter: 1; BioA inh: 0.9; BoNT F protease: -8; CCHFV vOTU inh: 0

What do the screens show for `COc1ccc(NC(=O)COC(=O)c2ccc3c(c2)OCO3)c(OC)c1`?
FBA Mtb inh: 3; UGM FP inh: 0.2; BoNT A protease: 0.0; FadD28 FP inh: -1.1; PrPC TRFRET: 1; GDH-TPI counter: 15; BioA inh: 2.4; BoNT F protease: -8; CCHFV vOTU inh: -13

What do the screens show for `COCCN1C(=O)N[C@@H](c2cccc(C(F)(F)F)c2)[C@H](C(C)=O)[C@H]1C`?
FBA Mtb inh: 4; UGM FP inh: -0.9; BoNT A protease: 0.1; FadD28 FP inh: -2.8; PrPC TRFRET: -3; GDH-TPI counter: -4; BioA inh: 0.9; BoNT F protease: 4; CCHFV vOTU inh: -7

What do the screens show for `CCOc1ccc(CC2c3cc(OCC)c(OCC)cc3CCN2C(=O)c2cc(OC)c(OC)c(OC)c2)cc1OCC` (configuration not stated)?
FBA Mtb inh: -4; UGM FP inh: 0.1; BoNT A protease: -0.4; FadD28 FP inh: -0.6; PrPC TRFRET: -3; GDH-TPI counter: -8; BioA inh: -0.9; BoNT F protease: 6; CCHFV vOTU inh: -7

Results for COC(=O)c1cn(CC(=O)Nc2ccc(F)cc2)c2ccccc12 ?
FBA Mtb inh: 5; UGM FP inh: 2.4; BoNT A protease: -0.9; FadD28 FP inh: -1.0; PrPC TRFRET: 1; GDH-TPI counter: -5; BoNT F protease: -11; CCHFV vOTU inh: -14

How did CCCC1(c2ccccc2)NC(=O)N(CC(=O)Nc2cc(C)on2)C1=O (configuration not stated) do in these assays?
FBA Mtb inh: -1; UGM FP inh: 3.1; BoNT A protease: 0.8; FadD28 FP inh: -0.2; PrPC TRFRET: 1; GDH-TPI counter: -1; BoNT F protease: 0; CCHFV vOTU inh: -8

Results for CCCCOP(=O)(c1ccc(N(C)C)cc1)C(O)c1cc(OC)ccc1OC (configuration not stated) ?
FBA Mtb inh: 3; UGM FP inh: -1.0; BoNT A protease: 0.3; PrPC TRFRET: -3; GDH-TPI counter: -1; BioA inh: -2.7; BoNT F protease: 24; CCHFV vOTU inh: 9

What do the screens show for `Cn1cccc1CC(=O)NNC(=S)Nc1ccc(Cl)cc1Cl`?
FBA Mtb inh: 0; UGM FP inh: -1.2; BoNT A protease: 0.1; FadD28 FP inh: 0.7; PrPC TRFRET: 2; GDH-TPI counter: 11; BioA inh: -1.6; BoNT F protease: -4; CCHFV vOTU inh: -3

What do the screens show for `C=CC(=O)N1c2ccccc2Sc2ccc(NC(=O)OCC)cc21`?
FBA Mtb inh: 6; UGM FP inh: 3.2; BoNT A protease: -0.3; FadD28 FP inh: -4.4; PrPC TRFRET: 0; GDH-TPI counter: 2; BioA inh: -0.3; BoNT F protease: 0; CCHFV vOTU inh: -2

Results for COc1cc(Cl)ccc1OCc1cc(C(=O)N2CC[C@@H]3CCCC[C@H]3C2)no1 ?
FBA Mtb inh: -3; UGM FP inh: -0.8; BoNT A protease: -1.6; FadD28 FP inh: -3.7; PrPC TRFRET: 3; GDH-TPI counter: 12; BioA inh: -1.9; BoNT F protease: -1; CCHFV vOTU inh: 8

How did CNc1cc(C)nc(N2CCOCC2)n1 do in these assays?
FBA Mtb inh: 1; UGM FP inh: -0.9; BoNT A protease: -0.6; FadD28 FP inh: -0.8; PrPC TRFRET: 7; GDH-TPI counter: 2; BoNT F protease: 4; CCHFV vOTU inh: -23

Results for CCC(C(=O)N1CCN(C(=O)c2ccco2)CC1)n1sc2ccccc2c1=O (configuration not stated) ?
FBA Mtb inh: -5; UGM FP inh: -1.8; BoNT A protease: 1.8; FadD28 FP inh: -1.0; PrPC TRFRET: -4; GDH-TPI counter: -9; BioA inh: 4.2; BoNT F protease: 1; CCHFV vOTU inh: 17

How did CCOC(=O)N1CCC(NC(=O)C2CCN(C(=O)N3CCOc4ccccc43)CC2)CC1 do in these assays?
FBA Mtb inh: -1; UGM FP inh: -0.9; BoNT A protease: -0.9; FadD28 FP inh: -0.3; PrPC TRFRET: 1; GDH-TPI counter: -7; BioA inh: 2.2; BoNT F protease: 19; CCHFV vOTU inh: 19

Results for CCOc1ccc(NC(=O)CSc2nc3cccnc3n2CCOC)cc1 ?
FBA Mtb inh: -1; UGM FP inh: 0.2; BoNT A protease: -1.2; FadD28 FP inh: 2.0; PrPC TRFRET: -8; GDH-TPI counter: -3; BioA inh: -0.1; BoNT F protease: -22; CCHFV vOTU inh: -6

Results for CNC[C@H]1OCCCC[C@H](C)Oc2ccc(NC(=O)CCCN(C)C)cc2C(=O)N([C@H](C)CO)C[C@@H]1C ?
FBA Mtb inh: 4; BoNT A protease: -0.5; FadD28 FP inh: 0.9; PrPC TRFRET: -5; GDH-TPI counter: 14; BioA inh: -1.0&-1.4&-1.6; BoNT F protease: -10; CCHFV vOTU inh: 4

How did N#Cc1ccc(CN2C=NS(=O)(=O)c3ccccc32)cc1 do in these assays?
FBA Mtb inh: 1; UGM FP inh: 1.0; BoNT A protease: -2.1; FadD28 FP inh: -0.8; PrPC TRFRET: -3; GDH-TPI counter: 6; BoNT F protease: -14; CCHFV vOTU inh: -5

What do the screens show for `Cc1ccc(NC2=NCCCCC2)cc1C`?
FBA Mtb inh: 4; UGM FP inh: -1.7; BoNT A protease: 0.1; FadD28 FP inh: 2.4; PrPC TRFRET: -6; GDH-TPI counter: -6; BioA inh: -3.7; BoNT F protease: 1; CCHFV vOTU inh: -20

How did O=C1NC(=O)N(Cc2ccccc2)CC1Br (configuration not stated) do in these assays?
FBA Mtb inh: -1; BoNT A protease: -0.1; PrPC TRFRET: 4; GDH-TPI counter: -7; BioA inh: -0.4; BoNT F protease: -2; CCHFV vOTU inh: -9

Reprinted from the results shown for reference:
Results for CNC[C@H]1OCCCC[C@H](C)Oc2ccc(NC(=O)CCCN(C)C)cc2C(=O)N([C@H](C)CO)C[C@@H]1C ?
FBA Mtb inh: 4; BoNT A protease: -0.5; FadD28 FP inh: 0.9; PrPC TRFRET: -5; GDH-TPI counter: 14; BioA inh: -1.0&-1.4&-1.6; BoNT F protease: -10; CCHFV vOTU inh: 4

How did N#Cc1ccc(CN2C=NS(=O)(=O)c3ccccc32)cc1 do in these assays?
FBA Mtb inh: 1; UGM FP inh: 1.0; BoNT A protease: -2.1; FadD28 FP inh: -0.8; PrPC TRFRET: -3; GDH-TPI counter: 6; BoNT F protease: -14; CCHFV vOTU inh: -5

What do the screens show for `Cc1ccc(NC2=NCCCCC2)cc1C`?
FBA Mtb inh: 4; UGM FP inh: -1.7; BoNT A protease: 0.1; FadD28 FP inh: 2.4; PrPC TRFRET: -6; GDH-TPI counter: -6; BioA inh: -3.7; BoNT F protease: 1; CCHFV vOTU inh: -20
